E coli growth: counter-screen for AddAB inhibitors: E. coli growth inhibition | inhibition, % at 11.9 µM | AID 449728 | hit rate 0.27% among 330,000 | E. coli V3065 growth, OD600 absorbance, 18 h;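 active = inhibition above the campaign's mean inhibition across all tested compounds plus 3 SD, cut at about 9.9% in these data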;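 also: uninfected addAB+ strain grown without phage in ampicillin broth; 0% = DMSO wells and 100% = ciprofloxacin 0.95 µg/ml wells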
PfHsp90 yeast 2: reduces growth (ATP signal) of yeast expressing P. falciparum Hsp90; S. cerevisiae expressing PfHsp90, BacTiter-Glo ATP, 48 h; yeast lacking PDR1 and PDR3 efflux regulators; inhibition, % at 9.4 µM; hit rate 0.32% among 310,000;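 active = every replicate shows inhibition above about 80%, whatever the replicate mean, limit read from the data; inconclusive = mean inhibition reaches the set limit but some replicate falls short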;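 also: 0% = DMSO neutral controls and 100% = 20 µM radicicol positive controls; yeast relying on Plasmodium falciparum Hsp90 in place of its own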
Tat transport: E. coli Tat transport inhibition. E. coli MC4100 TorA-mCherry Tat export, fluorescence. inhibition, % at 10 µM. hit rate 0.036% among 340,000. AID 488895;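 active = mean replicate inhibition at least 50% and at least half of replicates individually reaching 50%; inconclusive = only one of the two criteria met; inactive = neither criterion met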;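 also: exported cargo escapes ClpAP degradation while cytoplasmic cargo is degraded and loses fluorescence; 0% = median of neutral control wells and 100% = median of NaSCN control wells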
CAL PDZ FP: inhibitors of human CAL PDZ peptide binding; Q9HD26; purified CAL PDZ, TMR-peptide fluorescence polarization, 1 h; inhibition, % at 20 µM; hit rate 0.02% among 330,000; AID 504414;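 active = highest replicate inhibition of at least 40%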;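 also: plate controls were DMSO neutral control wells for no effect and unlabeled competitor peptide control wells for full effect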
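Test system: purified CerCALP PDZ construct; Compound dosing: one concentration, 20 µM compound; Also added: TMR-labelled reporter peptide T*-PRC34 bound in PDZ groove; Read-out: inhibition from polarization loss; Controls: unlabelled peptide and DMSO controls; Signal: FP readout, S and P plane fluorescence; Incubation: 1 h at RT.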
Wnt act: activators of Wnt/beta-catenin signaling | Wnt/beta-catenin reporter cell assay, activator, plate reader | activation, % at 9.35 µM | hit rate 1.2% among 300,000; in the data active = activation above about 30%, passing the limit was not always enough; inconclusive = no clear call, values can overlap the other calls;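 also: 0% = neutral control wells and 100% = positive control wells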
Rtt109 Vps75: blocks Candida albicans Rtt109/Vps75 acetyltransferase activity. inhibition, % at 34.9 µM. Q5AAJ8. hit rate 0.16% among 330,000. purified Rtt109/Vps75, ThioGlo CoA-SH fluorescence, 4 h;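 active = inhibition of at least 50% in every replicate; inconclusive = best replicate reaches 50% inhibition but some replicates fall short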
Target sequence (Q5AAJ8 whole entry, looked up): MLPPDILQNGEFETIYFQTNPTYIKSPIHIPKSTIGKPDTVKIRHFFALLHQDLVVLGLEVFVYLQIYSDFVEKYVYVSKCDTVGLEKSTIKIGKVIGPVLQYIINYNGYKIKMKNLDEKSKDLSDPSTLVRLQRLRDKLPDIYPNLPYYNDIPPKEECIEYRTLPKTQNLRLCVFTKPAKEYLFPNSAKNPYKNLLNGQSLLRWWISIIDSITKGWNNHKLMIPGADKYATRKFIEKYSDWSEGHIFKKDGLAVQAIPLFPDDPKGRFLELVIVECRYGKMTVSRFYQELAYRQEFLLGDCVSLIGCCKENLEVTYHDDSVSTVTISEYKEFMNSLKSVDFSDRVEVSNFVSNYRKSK
phage Ecoli inh: E. coli growth loss with phage present; growth absorbance; inhibition, % at 11.9 µM; hit rate 0.26% among 360,000; in the data active = inhibition above about 11%
AddAB inh: less growth of phage-infected E. coli with AddAB; E. coli expressing H. pylori AddAB, absorbance growth; hit rate 0.29% among 330,000; AID 435030; inhibition, % at 11.9 µM; in the data active = inhibition above about 12%;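 also: 0% = vehicle wells of infected cells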
PvdQ inh: P. aeruginosa PvdQ acylase inhibition | inhibition, % at 10 µM | hit rate 0.063% among 340,000 | purified PvdQ acylase, fluorescence plate reader; in the data active = inhibition above about 30%, passing the limit was not always enough; inconclusive = no clear call, values can overlap the other calls;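 also: 0% = vehicle neutral wells and 100% = reference inhibitor wells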
DAGLB inhibitor: diacylglycerol lipase beta (human) inhibition; Q8NCG7; HEK293T DAGLB membrane lysate, EnzChek fluorogenic substrate; inhibition, % at 5.17 µM; hit rate 0.059% among 340,000; AID 504411; in the data active = inhibition above about 34%;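 also: 0% = enzyme with vehicle and 100% = wells lacking enzyme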
Target sequence (Q8NCG7 whole entry, looked up): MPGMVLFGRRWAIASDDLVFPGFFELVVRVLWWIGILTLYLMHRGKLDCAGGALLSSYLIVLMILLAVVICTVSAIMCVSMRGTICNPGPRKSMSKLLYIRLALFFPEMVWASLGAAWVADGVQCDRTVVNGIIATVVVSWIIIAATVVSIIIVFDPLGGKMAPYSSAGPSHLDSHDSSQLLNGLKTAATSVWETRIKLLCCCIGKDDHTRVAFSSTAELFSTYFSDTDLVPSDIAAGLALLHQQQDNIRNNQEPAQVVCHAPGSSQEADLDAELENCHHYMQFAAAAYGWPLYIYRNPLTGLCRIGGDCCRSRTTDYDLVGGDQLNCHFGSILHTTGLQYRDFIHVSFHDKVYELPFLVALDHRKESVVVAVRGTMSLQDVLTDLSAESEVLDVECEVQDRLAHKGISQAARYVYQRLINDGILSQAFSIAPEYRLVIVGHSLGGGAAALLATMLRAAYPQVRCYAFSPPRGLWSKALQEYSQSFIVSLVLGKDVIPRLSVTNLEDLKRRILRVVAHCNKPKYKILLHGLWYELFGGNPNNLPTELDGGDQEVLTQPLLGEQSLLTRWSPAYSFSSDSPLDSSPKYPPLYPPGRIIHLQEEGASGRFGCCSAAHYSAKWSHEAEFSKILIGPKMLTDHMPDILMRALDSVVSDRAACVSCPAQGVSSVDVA
Active calls of the source: *; ? = inconclusive; · = not tested or not shown.

Letter code – A = E coli growth; B = PfHsp90 yeast 2; C = Tat transport; D = CAL PDZ FP; E = Wnt act; F = Rtt109 Vps75; G = phage Ecoli inh; H = AddAB inh; I = PvdQ inh; J = DAGLB inhibitor
[1] CCOC(=O)CSc1nc2ccsc2c(=O)n1C1CCN(C(=O)OCC)CC1
  A = -0.1	B = 23	C = 9	D = ·	E = -2	F = 0	G = ·	H = 2.4	I = 17	J = 1
[2] CCOC(=O)N1CCN(C(=O)c2oc3ccc(S(=O)(=O)N4CCCCC4)cc3c2C)CC1
  A = -1.4	B = 28	C = -1	D = -0.2	E = -2	F = -34	G = 2.5	H = 0.5	I = -14	J = -5
[3] CCc1ccc(-c2cc(C)no2)cc1S(=O)(=O)N1CCOc2ccc(C)cc21
  A = 3.0	B = 7	C = 4	D = -1.8	E = -2	F = -1	G = 4.0	H = 2.7	I = -9	J = -8
[4] COc1ccc(Cl)cc1NC(=O)CN(C)CC(=O)Nc1ccc(C)cc1Br
  A = -2.5	B = -33	C = 11	D = -0.5	E = -1	F = 10	G = 2.6	H = 2.3	I = -2	J = -3
[5] O=C(Cc1ccc(NC2=NC3CS(=O)(=O)CC3S2)cc1)N1CCN(c2ccc(F)cc2)CC1 (stereo not drawn)
  A = 0.9	B = 28	C = -12	D = -0.3	E = -2	F = -2	G = -0.2	H = -0.6	I = -8	J = -4
[6] CCc1nnc(NC(=O)CN2C(=O)N(C)C3(CCCCC3)C2=O)s1
  A = -0.9	B = 3	C = -5	D = -2.1	E = -1	F = 3	G = 0.3	H = -0.2	I = -6	J = -2
[7] CC(C)(C)N(CC(=O)NC1CCCCC1)C(=O)CS(=O)CC(=O)Nc1ccc(F)cc1 (stereo not drawn)
  A = -0.4	B = -6	C = 2	D = -3.9	E = 1	F = 8	G = 1.6	H = 2.8	I = -13	J = -1
[8] CCN1C(=O)[C@H]2[C@@H](c3ccc(-c4ccc(C(C)=O)cc4)cc3)N3CCC[C@@]3(C(=O)OC)[C@H]2C1=O
  A = 1.9	B = -2	C = -5	D = -0.6	E = -2	F = -3	G = 2.5	H = 2.0	I = -12	J = -2
[9] Cc1ccc2nc(-c3ccc(NC(=O)CSc4nc(N)cc(=O)[nH]4)cc3)sc2c1
  A = -2.5	B = 1	C = -12	D = -0.4	E = 56*	F = -4	G = 0.0	H = -1.3	I = -10	J = 1
[10] COc1cc(C(=O)Nc2c(C)cc(C)cc2C)c(-n2cnnn2)cc1OC
  A = -2.2	B = 41	C = 1	D = -1.0	E = ·	F = 3	G = 1.2	H = -2.3	I = -18	J = 1
[11] O=C(O)c1cc(=O)[nH]c2c(Cl)cccc12
  A = -1.0	B = -14	C = -3	D = -0.4	E = -1	F = -16	G = 1.0	H = -0.6	I = -4	J = 2
[12] CCN(CC)c1ccc(/C=N/NC(=O)CN2CCCc3ccccc32)cc1
  A = 0.9	B = -7	C = -2	D = -1.4	E = -9	F = 3	G = 3.0	H = 1.5	I = -11	J = 6
[13] COc1ccc(C2C([N+](=O)[O-])=C(C)N(C)C(=O)N2C)cc1OC (stereo not drawn)
  A = -0.7	B = 9	C = -2	D = -2.3	E = -15	F = 9	G = -0.5	H = -0.2	I = -7	J = 1
[14] CC(C)(C)NC(=O)NCc1cccnc1
  A = 0.3	B = -7	C = -4	D = -0.7	E = 2	F = 1	G = -1.8	H = 5.0	I = 14	J = 0
[15] CN1CCC23c4ccccc4NC1C21CCN(C)C3Nc2ccccc21
  A = 1.8	B = 9	C = 1	D = 0.4	E = 4	F = -14	G = 0.9	H = 3.4	I = 4	J = 0
[16] CC1CCCCN1C(=O)/C(=C\c1ccccc1)c1ccccc1 (stereo not drawn)
  A = -0.1	B = 35	C = 1	D = -0.6	E = -4	F = -4	G = 0.8	H = 3.3	I = -5	J = -11
[17] CCOC(=O)c1c(NC(C)=O)sc2c(OCC(O)CNC(C)(C)C)c(Br)ccc12 (stereo not drawn)
  A = -0.4	B = -9	C = 8	D = -9.8	E = -22	F = 32	G = 5.9	H = -0.1	I = -10	J = 3
[18] CCN(CC)CCCNC(=O)C1CCN(c2ncnc3c2sc2cccc(F)c23)CC1
  A = -0.3	B = -38	C = 2	D = -1.9	E = 2	F = 17	G = -1.9	H = -0.1	I = -5	J = 5
[19] O=C(Nc1cc(S(=O)(=O)N2CCCC2)ccc1Cl)c1ccncc1
  A = 1.1	B = -6	C = -11	D = -0.7	E = -5	F = 12	G = 7.7	H = 1.0	I = 5	J = -1
[20] O=C(OCc1ccccc1)C1=[N+]([O-])OC(C(=O)OCc2ccccc2)C1c1c[nH]c2ccccc12 (stereo not drawn)
  A = 0.1	B = 0	C = -1	D = -0.8	E = ·	F = -6	G = 1.9	H = 3.5	I = -27	J = -1
[21] CCc1cc(=O)oc2c(C)c(OCC(=O)N3CCCc4ccccc43)ccc12
  A = 1.8	B = 2	C = -10	D = -0.3	E = -3	F = -2	G = -3.8	H = 3.4	I = -7	J = -4
[22] O=C(O)c1ccc(CNC(=S)Nc2ccccc2)cc1
  A = 0.7	B = 4	C = -5	D = -1.0	E = -1	F = 0	G = 3.1	H = 2.1	I = -14	J = -2
[23] O=C(CSc1ccc2c(c1)OCCO2)NCCN1C(=O)CSC1=O
  A = -1.3	B = 7	C = 0	D = -1.4	E = -2	F = 0	G = 2.0	H = 4.8	I = 10	J = -7
[24] Cc1c(NC(=O)C(C)OC(=O)[C@@H](NC(=O)c2ccccc2)C(C)C)c(=O)n(-c2ccccc2)n1C (stereo partly drawn)
  A = 1.6	B = -24	C = 7	D = -0.7	E = -17	F = 0	G = 3.0	H = 3.5	I = -12	J = 1
[25] CC(C)c1nnc(SCC(=O)N2CCc3ccccc32)n1C
  A = -1.3	B = 6	C = -8	D = -0.9	E = ·	F = -20	G = 2.5	H = 2.8	I = -10	J = 1

(further entries)
Letter code – A = E coli growth; B = PfHsp90 yeast 2; C = Tat transport; D = CAL PDZ FP; E = Wnt act; F = Rtt109 Vps75; G = phage Ecoli inh; H = AddAB inh; I = PvdQ inh; J = DAGLB inhibitor
[26] Cc1ccccc1CN1CCCC(C(=O)Nc2ccccc2Oc2cccnc2)C1 (stereo not drawn)
  A = 0.4	B = -6	C = 0	D = -1.0	E = -2	F = 6	G = 2.5	H = 0.8	I = -2	J = -2
[27] COc1ccc(OCc2nnc(SCC(=O)O)n2N)cc1
  A = 0.9	B = ·	C = -3	D = ·	E = -1	F = -2	G = 1.7	H = 4.6	I = -3	J = 2
[28] O=C(CCc1ccccc1)NCc1ccccn1
  A = 2.1	B = -4	C = -2	D = 0.2	E = ·	F = -4	G = -0.1	H = -1.2	I = -11	J = -5
[29] CC(=O)Nc1ccc(S(=O)(=O)N(C)CC(=O)OCC(=O)N2CC(C)OC(C)C2)cc1 (stereo not drawn)
  A = 3.2	B = -3	C = -1	D = -3.2	E = 1	F = ?	G = 0.5	H = 6.4	I = 1	J = -1
[30] O=C(CSc1nnc(CNC(=O)c2ccco2)o1)Nc1ccc(OC(F)(F)F)cc1
  A = -0.1	B = 8	C = 4	D = 0.4	E = -1	F = -5	G = 0.9	H = -1.1	I = -9	J = -2
[31] CC[C@]12c3[nH]c4cc(CCC(=O)N(C)C)ccc4c3CCN1C(=O)[C@@H](CC(=O)NCCc1ccccn1)C[C@@H]2C(=O)N1CCN(C(=O)c2ccco2)CC1
  A = 2.1	B = -12	C = 8	D = -1.3	E = -1	F = -5	G = 1.9	H = 1.9	I = -12	J = 2
[32] COc1cc(CC(=O)OCC(=O)NC2CCCCCC2)cc(OC)c1OC
  A = -0.8	B = 5	C = -5	D = -0.1	E = 3	F = 0	G = 0.5	H = -0.4	I = -2	J = -1
[33] Cn1nnc2cc(C(=O)NC3CCCCC3)ccc21
  A = 0.6	B = -10	C = -1	D = -1.2	E = ·	F = -12	G = -1.0	H = 0.0	I = 2	J = 2
[34] CC(C)CCNCC(=O)NC(c1ccccc1)c1ccccc1
  A = -0.3	B = -5	C = -2	D = 0.1	E = 1	F = -11	G = -1.0	H = -0.9	I = -14	J = -2
[35] CC(=O)N/C(=C\c1ccccc1)C(=O)OCC(=O)N(CC(C)C)c1c(N)n(Cc2ccccc2)c(=O)[nH]c1=O
  A = 1.2	B = 15	C = 2	D = -2.9	E = -6	F = 21	G = 0.9	H = 2.7	I = 6	J = 1
[36] COC(=O)C1CCCN1C(=O)C12CC3CC(CC(C3)C1)C2 (stereo not drawn)
  A = 1.2	B = 13	C = 5	D = -0.7	E = -1	F = 3	G = -0.9	H = 3.5	I = 10	J = -4
[37] Cc1ccc(NC(=O)CNC(=O)c2ccc(Br)o2)nc1
  A = -1.2	B = -6	C = -2	D = -0.3	E = 0	F = -4	G = 2.6	H = 1.0	I = 0	J = 0
[38] CCOC(=O)N1CCN(C(=O)CSc2nnc(COc3ccc(Cl)cc3)o2)CC1
  A = 1.5	B = 1	C = 7	D = 0.4	E = -4	F = -10	G = 1.1	H = 2.9	I = -5	J = -5
[39] O=C(Cc1ccc(Cl)cc1)NNC(=S)NC(=O)c1cccs1
  A = 0.2	B = -21	C = 4	D = -1.0	E = 0	F = -13	G = -3.5	H = -1.8	I = -11	J = 0
[40] CC(C)c1ccccc1NC(=O)COC(=O)c1cccnc1
  A = -2.7	B = -16	C = 11	D = -1.6	E = -5	F = -3	G = 3.8	H = -2.4	I = -11	J = 0

Entries above printed as active in Wnt act:
nr	compound	PfHsp90 yeast 2	Tat transport	CAL PDZ FP	Wnt act	Rtt109 Vps75	phage Ecoli inh	AddAB inh	PvdQ inh	DAGLB inhibitor
9	Cc1ccc2nc(-c3ccc(NC(=O)CSc4nc(N)cc(=O)[nH]4)cc3)sc2c1	1	-12	-0.4	56*	-4	0.0	-1.3	-10	1

Whole records, quoted from the list. Screens in order: E coli growth, PfHsp90 yeast 2, Tat transport, CAL PDZ FP, Wnt act, Rtt109 Vps75, phage Ecoli inh, AddAB inh, PvdQ inh, DAGLB inhibitor
O=C(CCc1ccccc1)NCc1ccccn1 in the list: 2.1, -4, -2, 0.2, ·, -4, -0.1, -1.2, -11, -5
CC1CCCCN1C(=O)/C(=C\c1ccccc1)c1ccccc1 (stereo not drawn) in the list: -0.1, 35, 1, -0.6, -4, -4, 0.8, 3.3, -5, -11
CCOC(=O)CSc1nc2ccsc2c(=O)n1C1CCN(C(=O)OCC)CC1 in the list: -0.1, 23, 9, ·, -2, 0, ·, 2.4, 17, 1
CCOC(=O)c1c(NC(C)=O)sc2c(OCC(O)CNC(C)(C)C)c(Br)ccc12 (stereo not drawn) in the list: -0.4, -9, 8, -9.8, -22, 32, 5.9, -0.1, -10, 3
COc1cc(C(=O)Nc2c(C)cc(C)cc2C)c(-n2cnnn2)cc1OC in the list: -2.2, 41, 1, -1.0, ·, 3, 1.2, -2.3, -18, 1

Some entries already given with just PfHsp90 yeast 2, AddAB inh and PvdQ inh.
cpd	compound	PfHsp90 yeast 2	AddAB inh	PvdQ inh
38	CCOC(=O)N1CCN(C(=O)CSc2nnc(COc3ccc(Cl)cc3)o2)CC1	1	2.9	-5
34	CC(C)CCNCC(=O)NC(c1ccccc1)c1ccccc1	-5	-0.9	-14

Screening data (PubChem)
